GPR151 activ – activators of human GPR151, primary screen, cell-based, PathHunter beta-arrestin, luminescence; AID 1508602, 2020; PathHunter beta-arrestin GPR151 cells; activation, % at 11.2 µM; actives 1% (n = 650,000); G-protein coupled receptor 151 (Homo sapiens), Q8TDV0; in the data active = activation above about 4.9%;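 note: 0% = median of compound wells and 100% = cells with positive control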
Target sequence (Q8TDV0 whole entry, looked up): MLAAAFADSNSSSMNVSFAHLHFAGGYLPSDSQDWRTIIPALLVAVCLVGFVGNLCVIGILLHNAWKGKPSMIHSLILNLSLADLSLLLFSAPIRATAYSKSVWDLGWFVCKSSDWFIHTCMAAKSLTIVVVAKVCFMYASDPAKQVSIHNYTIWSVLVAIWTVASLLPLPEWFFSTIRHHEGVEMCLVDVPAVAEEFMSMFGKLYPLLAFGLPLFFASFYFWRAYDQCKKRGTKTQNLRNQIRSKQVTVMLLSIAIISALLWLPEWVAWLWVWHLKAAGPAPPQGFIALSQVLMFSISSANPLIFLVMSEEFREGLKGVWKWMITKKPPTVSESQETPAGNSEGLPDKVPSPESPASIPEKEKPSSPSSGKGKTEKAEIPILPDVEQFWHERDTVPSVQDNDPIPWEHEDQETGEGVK
MITF primary – MITF inhibitors, primary screen, biochemical, AlphaScreen, human. actives 0.91% (n = 650,000). AlphaScreen MITF homodimerization, bead proximity signal. AID 1259374, 2018. inhibition, % at 2.6 µM; in the data active = inhibition above about 50%;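 note: 0% = vehicle wells with protein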
Target sequence (O75030 whole entry, looked up): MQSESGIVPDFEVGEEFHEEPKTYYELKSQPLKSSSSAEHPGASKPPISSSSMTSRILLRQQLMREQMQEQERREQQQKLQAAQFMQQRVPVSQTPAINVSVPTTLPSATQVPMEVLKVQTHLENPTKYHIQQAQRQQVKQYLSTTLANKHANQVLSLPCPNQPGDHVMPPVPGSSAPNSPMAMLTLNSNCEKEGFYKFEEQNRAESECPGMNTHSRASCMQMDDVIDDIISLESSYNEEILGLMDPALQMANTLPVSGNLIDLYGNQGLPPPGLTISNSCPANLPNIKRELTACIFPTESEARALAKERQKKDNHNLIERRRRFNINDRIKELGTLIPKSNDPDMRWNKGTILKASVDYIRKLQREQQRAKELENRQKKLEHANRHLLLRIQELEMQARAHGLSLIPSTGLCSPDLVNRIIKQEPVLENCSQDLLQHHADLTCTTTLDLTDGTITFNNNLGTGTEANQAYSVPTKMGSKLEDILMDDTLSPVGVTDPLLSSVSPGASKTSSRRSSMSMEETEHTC
FBW7 activator – FBW7 E3 ligase activators, primary screen, biochemical, AlphaScreen, human; AlphaScreen FBW7–phospho-cyclin E peptide binding, activator screen; normalized activity (activation), % at 26.1 µM; actives 0.13% (n = 650,000); AID 1259310, 2017; in the data active = normalized activity above about 1.9%;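 note: purified mutant Fbw7 with reduced substrate affinity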
TEAD-YAP block – TEAD-YAP interaction inhibition, primary screen, TEAD-YAP interaction inhibitor project, luminescence, HEK-TIYL cells | TEAD-Gal4/YAP UAS-luciferase luminescence | AID 1259422, 2018 | actives 1.4% (n = 640,000) | inhibition, % at 9.12 µM; in the data active = inhibition above about 32%;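 note: 0% = median of test compound wells and 100% = reference inhibitor wells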
The depositor's hits bear a star.

no.	Compound	GPR151 activ	MITF primary	FBW7 activator	TEAD-YAP block
1	O=C1CCCN1CCCNc1nc(Nc2ccccc2)c2ncn(C3CCCCC3)c2n1	-1.7	-1	0.6	64*
2	O=C(CS(=O)(=O)Cc1ccccc1)c1cccc(C(F)(F)F)c1	0.7	12	0.5	-3
3	COc1ccc(C(CC(=O)O)NC(=O)C2CCCCC2)cc1C (stereo unspecified)	-0.4	2	-0.2	1
4	O=C(CN1C(=O)C2C3C=CC(C3)C2C1=O)NC1CCCCC1 (stereo unspecified)	-1.1	1	-0.2	-10
5	CCc1cc(N2CCN(c3ncccn3)CC2)n2nc3nc(C)cc(C)c3c2n1	1.2	10	-0.1	-3
6	CS(=O)(=O)N(Cc1ccc(C(=O)N/N=C/c2ccco2)cc1)c1ccccc1	-0.3	8	0.0	-7
7	C/C(=N/NC(=S)NNC(=S)Nc1ccccc1F)c1ccco1	0.1	4	0.0	-20
8	CCOC(=O)c1cccc(NC(=S)NC(=O)c2ccccc2Cl)c1	-0.6	-5	-0.1	-21
9	COc1cccc(NC(=O)C(OC(=O)c2ccc([N+](=O)[O-])o2)c2ccccc2)c1 (stereo unspecified)	0.4	11	0.3	15
10	CCn1cc(C(=O)Nc2ccc(C(=O)OC)cc2)c(=O)c2ccc(C)nc21	1.7	-1	0.1	-4
11	C=CCN(CC=C)C(=O)CCC1(c2ccc(C)cc2)CCC(=O)N1 (stereo unspecified)	-0.3	3	0.0	1
12	Cc1ccc(CNS(=O)(=O)c2ccc(-n3cccn3)cc2)cc1	0.3	3	-0.1	-5
13	OCC1CCCN(Cc2nc(N3CCOCC3)c3ccc(Cl)cc3n2)C1 (stereo unspecified)	-0.5	19	0.4	0
14	O=C1CCC(=O)N1c1ccc(S(=O)(=O)Nc2cccc([N+](=O)[O-])c2)cc1	0.1	12	0.1	4
15	CCOc1ccccc1C1CC(c2cccc(NS(C)(=O)=O)c2)=NN1S(C)(=O)=O (stereo unspecified)	1.6	18	0.8	16
16	Cc1cc(=O)[nH]c(N2CCCC2)n1	-0.3	8	-0.1	8
17	O=C1S/C(=C\c2ccco2)C(=O)N1c1ccccc1Cl	2.1	78*	0.3	8
18	O=C(N/N=C/c1cc(Cl)cc(Cl)c1O)c1cccc([N+](=O)[O-])c1	0.1	5	0.0	8
19	CC(C)(C)Nc1nc(-c2cccc(Br)c2)cs1	7.5*	-4	0.0	-21
20	COCCc1cc(C(F)(F)F)c2c(=O)[nH]c(=O)n(Cc3ccccc3)c2n1	1.0	0	0.1	-3
21	O=C(Cc1ccccc1[N+](=O)[O-])NNC(=O)Nc1ccc2c(c1)OCO2	5.1*	-3	-0.1	-12
22	COc1cc2c(cc1/C=C1/NC(=O)N(CC(=O)Nc3ccccc3C)C1=O)OCO2	0.3	3	0.0	10
23	COc1ccc(NC(=S)Nc2ccccc2Cl)cn1	1.4	7	0.0	-9
24	Nc1ccc(C(=O)OCN2C(=O)c3ccccc3C2=O)cc1	-0.6	18	0.7	5
25	CCOC(=O)c1nc(NCc2ccccc2)c2ccccc2n1	4.1	7	0.2	-5
26	CC(C)(C)n1nnnc1CN1CCCCCC1	-1.4	4	0.3	1
27	Cc1nc(NCC2COc3ccccc3O2)c2c(C)c(C)sc2n1 (stereo unspecified)	3.4	-12	0.1	47*
28	CC1(C)CC(=O)C2=C(C1)OC(N)=C(C#N)C2(C#N)C#N	0.1	-13	0.0	-9
29	O=C(CSc1nc2ccccc2s1)N1CCCC1	-1.3	9	0.1	-22
30	COc1ccc(-c2cncc(C(N)=O)c2)cn1	-2.7	-3	0.7	12

Grouped by structure: those above with fluorine.
no.	Compound	GPR151 activ	MITF primary	FBW7 activator	TEAD-YAP block
2	O=C(CS(=O)(=O)Cc1ccccc1)c1cccc(C(F)(F)F)c1	0.7	12	0.5	-3
7	C/C(=N/NC(=S)NNC(=S)Nc1ccccc1F)c1ccco1	0.1	4	0.0	-20
20	COCCc1cc(C(F)(F)F)c2c(=O)[nH]c(=O)n(Cc3ccccc3)c2n1	1.0	0	0.1	-3

(listing goes on)
no.	Compound	GPR151 activ	MITF primary	FBW7 activator	TEAD-YAP block
31	Cc1ccc2cccc(NC(=O)C3CC3)c2n1	0.1	19	0.1	-5
32	CCn1c(C)cc(C=C2C(=O)c3ccccc3C2=O)c1C	8.2*	-4	-0.1	66*
33	COc1ccc(OC)c(/C=C2\Oc3c(ccc(O)c3CN3CCCC3)C2=O)c1	1.5	-1	-0.4	16
34	O=C(NC(=S)N1CCN(c2ccc([N+](=O)[O-])cc2Cl)CC1)c1ccco1	-1.1	19	0.5	3
35	COc1cccc(-n2nc(C(=O)NCc3ccc(F)cc3)c3ccccc3c2=O)c1	0.0	-3	0.2	3
36	CC(=O)OC1C(OC(C)=O)N(C)C(=O)N1C (stereo unspecified)	-0.7	18	0.1	3
37	CCOC(=O)c1sc(NC(=O)CSc2nnc(CNC(=O)c3cccs3)n2C)c(C(=O)OCC)c1C	1.4	-2	0.0	-1
38	Cc1[nH]c(=O)[nH]c(=O)c1CSCC(=O)OCC(=O)Nc1ccc(Br)cn1	1.0	-7	-0.2	-7
39	O=C1CCC(C(=O)OCc2cc(Cl)ccc2OC(F)F)N1 (stereo unspecified)	-1.0	-4	-0.2	-5
40	O=S(=O)(Nc1ccc(Cl)cc1NS(=O)(=O)c1ccccc1)c1ccccc1	2.0	12	0.0	2
41	CCOC(=O)NC(C)C1CC2CCC1C2 (stereo unspecified)	-0.3	-5	0.2	2
42	O=C(CSc1nc(=O)n(CCCO)c2c1CCC2)N1CCN(c2ccccc2)CC1	4.2	0	-0.1	-1
43	CCOC(=O)N1CCc2c(sc3nc[nH]c(=O)c23)C1	-0.2	3	0.8	-5
44	O=C(NCc1ccco1)c1ccc2c(=O)n(-c3ccc(F)c(Cl)c3)c(=S)[nH]c2c1	1.7	20	0.4	-11
45	O=C(CCS(=O)(=O)c1cccc2nonc12)Nc1ccc(OC(F)(F)F)cc1	-0.6	19	0.1	9
46	O=C(NC1CC1)c1ccc(N2CC3CC(C2)c2cccc(=O)n2C3)c(NS(=O)(=O)c2ccc(F)cc2)c1 (stereo unspecified)	-0.2	15	0.1	8
47	O=C(O)CCn1nnc2ccccc21	3.4	0	-0.1	-4
48	O=C(COC(=O)c1cc(O)[nH]c(=O)c1)Nc1ccc(Br)cc1	-1.2	16	0.5	2
49	O=C1c2ccccc2C(Nc2ccc3nc(-c4cccnc4)[nH]c3c2)N1Cc1ccco1 (stereo unspecified)	0.0	11	-0.5	1
50	CCCCOC(=O)Oc1ccc2oc(=S)sc2c1	2.3	-5	-0.2	-3
51	COc1ccc(OC)c(NC(=O)c2sc3ncnc(N4CCC(C)CC4)c3c2C)c1	3.1	-2	0.0	-1
52	COc1ccc(C(=O)Nc2ncccn2)cc1[N+](=O)[O-]	-0.5	-9	0.2	0
53	Cc1ccccc1N1C(=O)CC(c2c[nH]c3ccccc23)C1=O (stereo unspecified)	1.6	17	0.6	-12
54	CCOc1ccc(C2=NC(c3ccc(C)cc3C)NC(c3cc(Br)ccc3O)C2)cc1 (stereo unspecified)	-0.8	-8	-0.1	-9
55	O=C(CNc1n[nH]c(=O)[nH]c1=O)N/N=C/CCc1ccccc1	-0.4	5	0.7	-3
56	c1cnc2ccc(Nc3cc(Nc4ccc5c(c4)OCO5)ncn3)cc2c1	-2.0	5	1.5	-33
57	O=C(O)Cc1ccc2c(c1)[nH]c1ccc(Br)cc12	-0.4	-1	-0.2	-2
58	Cn1cnnc1SCc1cn2cc(Br)ccc2n1	-0.1	2	-0.1	-47
59	COc1ccc(/C=C2/Sc3ccc(C(=O)O)cc3N(C)C2=O)cc1OC	0.1	5	0.4	2
60	NS(=O)(=O)c1ccc(N/N=C/c2c(O)ccc3ccccc23)c([N+](=O)[O-])c1	-0.7	4	0.1	-7
61	Cc1cc(-c2nc3ncccc3o2)ccc1NC(=O)CC(C)C	-0.3	-8	0.9	-22
62	O=C(O)CSc1nc2ccsc2c(=O)n1CC1CCC(C(=O)O)CC1 (stereo unspecified)	-0.4	-6	-0.1	4
63	COC(=O)C1=CN(Cc2ccc(OC)cc2)C=C(C(=O)OC)C1c1cccc([N+](=O)[O-])c1	4.9	-8	-0.1	-1
64	COCCN=c1c([N+](=O)[O-])nn(-c2ccc(OC)cc2)n1O	-0.6	23	0.7	-9
65	COc1ccc(C(CC(=O)O)NC(=O)COc2cc(C)ccc2C)cc1OC (stereo unspecified)	-0.8	3	2.9*	5
66	Cc1cccc(NC(=O)CSc2nc(N)c(NC(=O)c3ccco3)c(=O)[nH]2)c1	0.1	-2	0.1	3
67	CCN1CCN(C2=NC(=O)/C(=C/c3ccc(OC)cc3OC)S2)CC1	-2.1	9	0.7	3
68	O=C(Oc1ccc(C(=S)N2CCOCC2)cc1)c1cccc([N+](=O)[O-])c1	1.2	-9	-0.1	11
69	Cc1c(-c2ccccc2)sc(Br)c1C(=O)N1CCOCC1	2.7	5	-0.1	9
70	CCOC(=O)CSC1=C(C#N)C(c2ccccc2I)C(C(=O)OCC)C(=O)N1 (stereo unspecified)	-1.1	13	0.5	5

Looked up one by one from the entries so far, 4 records:
no.	Compound	GPR151 activ	MITF primary	FBW7 activator	TEAD-YAP block
63	COC(=O)C1=CN(Cc2ccc(OC)cc2)C=C(C(=O)OC)C1c1cccc([N+](=O)[O-])c1	4.9	-8	-0.1	-1
65	COc1ccc(C(CC(=O)O)NC(=O)COc2cc(C)ccc2C)cc1OC (stereo unspecified)	-0.8	3	2.9*	5
70	CCOC(=O)CSC1=C(C#N)C(c2ccccc2I)C(C(=O)OCC)C(=O)N1 (stereo unspecified)	-1.1	13	0.5	5
62	O=C(O)CSc1nc2ccsc2c(=O)n1CC1CCC(C(=O)O)CC1 (stereo unspecified)	-0.4	-6	-0.1	4

Additional records.
no.	Compound	GPR151 activ	MITF primary	FBW7 activator	TEAD-YAP block
71	CCCc1nnc(NC(=O)Nc2ccccc2Cl)s1	-0.2	-1	0.0	-33
72	O=C(c1c(F)cccc1F)N1CCCC1	-0.5	7	0.0	15
73	COc1ccc(C2CC(c3cccs3)=NN2C(=O)CSc2nnc(CNC(=O)c3cccc(C)c3)n2C)cc1 (stereo unspecified)	0.5	12	0.5	6
74	Cc1ccc(Nc2nc3ccccc3n3cnnc23)cc1C	1.0	23	1.4	-1
75	COc1ccc(NC(=O)CSc2nnc3scc(-c4ccccc4)n23)c([N+](=O)[O-])c1	-0.4	-3	-0.1	20
76	COc1ccc(/C=C/CN2CCc3nnc(-c4ccccc4)n3CC2)cc1	-0.8	2	0.1	-13
77	O=C(Nc1cc(Cl)cc(Cl)c1)c1cccc([N+](=O)[O-])c1	-2.2	-12	-0.1	8
78	COc1cccc(/C=N/NC(=O)CN(C2=NS(=O)(=O)c3ccccc32)c2ccccc2)c1	-0.2	-2	0.5	4
79	O=C(N/N=C/c1ccc(O)cc1O)c1cccc(S(=O)(=O)N2CCCC2)c1	-1.1	36	-0.6	-1
80	COC(=O)C1=C(C)N(C)C(C)=C(C(=O)OC)C1c1ccc(OC)cc1	-0.2	9	0.6	-3
81	Cc1cccc(C(=O)NN2C(=O)c3cccc4c(Br)c([N+](=O)[O-])cc(c34)C2=O)c1	-0.2	16	0.1	6
82	O=C(c1ccc(SCc2ccccc2Cl)c([N+](=O)[O-])c1)N1CCCCC1	-0.6	11	-0.2	1
83	CC(C)=CC(=O)Nc1ccc(C(N)=O)cc1	0.5	-4	0.4	-25
84	O=C(Nc1ccccc1)N(C1=NCCC1)c1ccc(OC(F)F)cc1	2.4	-7	-0.1	-9
85	CCN(C(=O)CSc1nnc(Nc2ccccc2)s1)C1CCS(=O)(=O)C1 (stereo unspecified)	-1.1	9	-0.1	0
86	CCOC(=O)Cn1c(Cl)c(/C=N/NC(=O)c2ccncc2)sc1=O	-1.8	-1	-0.4	-1
87	CC(C)C(NC(=O)c1cccc([N+](=O)[O-])c1)C(C)C	1.2	-1	0.0	3
88	O=C1OC(/C=C\c2cccc([N+](=O)[O-])c2)=NC/1=C/c1ccc(Cl)cc1Cl	-0.4	17	-0.1	-1
89	O=C(Nc1cccc(Cl)c1)c1cccc(C(=O)Nc2cccc(Cl)c2)c1	-0.4	3	0.0	-3
90	CCOc1ccc(N2CC(C(=O)Nc3cccc(C(F)(F)F)c3)CC2=O)cc1 (stereo unspecified)	0.7	12	-0.1	8
91	CCOc1ccc(-n2cc(C(=O)Nc3ccc(OC)cc3OC)c3cc(OC)c(OC)cc3c2=O)cc1	-1.4	30	0.2	-3
